LDHA block = blocks human lactate dehydrogenase A; AID 1347041; actives 0.15% (n = 480,000); P00338; activity change, % (values are at about 110 or 230 µM); purified LDHA, NADH/diaphorase-resazurin fluorescence; active compounds read low; in the data active = activity change below about -30%; inconclusive = mostly about -25% to -30%;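 note: plate controls were DMSO wells for no effect and wells without enzyme for full effect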
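Resorufin fluorescence (ex540/em590), read at 0 and 20 min after diaphorase/resazurin addition, reports the NADH left after a 5 min room-temperature reaction of 2 nM human LDH5 with 0.06 mM NADH and 0.2 mM pyruvate.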
ALOX12 inh = ALOX12 (human) lipoxygenase inhibition | AID 1671190 | Potency, µM (titrated, usually from 108 µM), for the others: at the highest dose activity change, negative = inhibition, usual class: inhibitors | actives 1.1% (n = 580,000) | P18054 | purified 12hLO, xylenol orange hydroperoxide absorbance; active = well fitted inhibition curve with a large enough effect; inconclusive = small, poorly fitted or top-dose-only effect, or another doubt; inactive = no such curve, though single readings can be large or run the other way; note: potency is the fitted concentration of half-maximal effect
Target sequence (P18054 whole entry, looked up): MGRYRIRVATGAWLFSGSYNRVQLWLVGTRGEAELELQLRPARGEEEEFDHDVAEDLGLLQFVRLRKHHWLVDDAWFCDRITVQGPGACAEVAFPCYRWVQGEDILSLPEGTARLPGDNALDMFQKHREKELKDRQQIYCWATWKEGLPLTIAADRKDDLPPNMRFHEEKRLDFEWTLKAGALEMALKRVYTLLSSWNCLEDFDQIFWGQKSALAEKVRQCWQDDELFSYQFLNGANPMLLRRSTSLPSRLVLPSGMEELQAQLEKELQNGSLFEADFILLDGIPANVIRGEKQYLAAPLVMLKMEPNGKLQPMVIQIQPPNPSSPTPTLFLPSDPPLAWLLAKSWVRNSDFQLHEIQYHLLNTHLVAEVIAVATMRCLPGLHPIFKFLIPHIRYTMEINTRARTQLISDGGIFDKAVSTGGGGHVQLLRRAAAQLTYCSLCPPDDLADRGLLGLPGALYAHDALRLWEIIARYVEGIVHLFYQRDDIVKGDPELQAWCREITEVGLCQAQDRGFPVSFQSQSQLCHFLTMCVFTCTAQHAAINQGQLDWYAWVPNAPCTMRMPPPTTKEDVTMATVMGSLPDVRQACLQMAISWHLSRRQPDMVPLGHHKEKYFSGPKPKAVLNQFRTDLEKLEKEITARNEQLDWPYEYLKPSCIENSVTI
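Purified human 12hLO at 150 nM in 25 mM Hepes, 0.01% Triton X-100, pH 7.0, preincubated 15 min at room temperature with compound. Reaction started with 40 uM arachidonic acid, 30 min at room temperature. Hydroperoxide measured by Fe-xylenol orange, 573/405 nm absorbance ratio.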
Active calls of the source: *; ? = inconclusive; [ ] = another dose, or the depositor's remark. Unless noted, % is set by controls: 0 for no effect and ±100 for the full control effect. A portion of the library (hit frequency here may not be typical).

nr | LDHA block | ALOX12 inh | SMILES
1 | -2 | -20% | O=C(NCCN1CCc2ccccc2C1)c1ccc(F)cc1Cl
2 | 0 | -30% | COc1ccc(C(C)(O)c2nc(-c3cccc(C(F)(F)F)c3)cs2)cc1 (stereo unspecified)
3 | 1 | -19% | CCCSc1nc(=O)c2c(n1C)NC(=O)CC2c1cc(C)ccc1C (stereo unspecified)
4 | 1 | 7% | Cn1c(=O)n(Cc2ccccc2)c(=O)c2c1nc(NCc1ccccc1)n2Cc1ccccc1
5 | 16 | -20% | O=C(OCC(=O)N1CCOCC1)c1cc(-c2ccc(Cl)s2)nc2ccccc12
6 | 7 | ? | Cc1cc(NC(=O)c2coc(Br)c2)no1
7 | 3 | -14% | CN(C)Cc1nc(SCC(=O)Nc2cccc(F)c2)c2ccccc2n1
8 | 0 | ? | COC(=O)c1ccccc1COc1cccn2c(N(C)C(=O)CCC3CCCC3)c(C)nc12
9 | -22 | 30% | CCCC(=O)Nc1ccc(-c2nc3cc(OC)ccc3o2)cc1
10 | 2 | -17% | CCC(C)N1C(=O)S/C(=C\c2cn(C)c3ccccc23)C1=O (stereo unspecified)
11 | 3 | ? | NC(=O)c1ccc(NC(=O)CCc2ncc(-c3ccc(F)cc3)o2)cc1
12 | -6 | ? | O=C(C(=O)N1CCCN(Cc2ccc(F)cc2)CC1)c1ccccc1

New compounds follow
nr | LDHA block | ALOX12 inh | SMILES
13 | 9 | -57% | O=C(/C=C/c1ccco1)OCC(=O)c1ccccc1
14 | -4 | 23% | CCNC(=O)NC(=O)CN(Cc1ccccc1)CC(C)C(=O)OC (stereo unspecified)
15 | 0 | ? | O=S(=O)(c1cccs1)N(Cc1ccco1)Cc1cccs1
16 | -1 | 34%[activator] | COc1ccc(-c2c(C)c3cc(OS(=O)(=O)c4ccc(Cl)cc4)ccc3oc2=O)cc1
17 | -3 | 40%[activator] | COc1ccc(CN2C(=O)C(CC(=O)NCCc3ccccn3)CC(C(=O)N3CCOCC3)=C2C)cc1 (stereo unspecified)
18 | -1 | ? | Cc1ccc(CN(C(=O)c2ccco2)c2nc3nc(C)c(Cc4ccccc4)c(=O)n3[nH]2)cc1
19 | 8 | -22% | COc1ccc(-c2nc(SC(CC(=O)NCc3ccco3)c3ccc(C)cc3)n[nH]2)cc1 (stereo unspecified)
20 | -4 | -29% | CC(OC(=O)c1ccc(S(C)(=O)=O)c([N+](=O)[O-])c1)C(=O)NC1C2CC3CC(C2)CC1C3 (stereo unspecified)
21 | 3 | 10% | COc1ccc(Cl)cc1NC(=O)COc1ccccc1Br
22 | 2 | 26% | CCN(Cc1cccc(F)c1)C(=O)Cn1cnc2c1c(=O)n(C)c(=O)n2C
23 | 1 | 12% | CC(N)c1ccc(S(N)(=O)=O)cc1 (stereo unspecified)
24 | -4 | 4% | COc1cc(NC(=O)C2=C(C)OCCS2)c(Cl)cc1C(=O)NCc1ccc2c(c1)OCO2

Later entries.
nr | LDHA block | ALOX12 inh | SMILES
25 | -1 | 40%[activator] | Cc1ccc(CNC(=O)CCC(=O)N2CCSc3nc(C)cc(C)c32)cc1
26 | 7 | ? | COC(=O)CCCn1cc(CN2CC(N3CCN(C4CCN(C)CC4)CC3)CS2(=O)=O)nn1 (stereo unspecified)
27 | 3 | 24% | Cc1oc(-c2ccccc2)nc1CSCC(=O)Nc1ccccc1C(F)(F)F
28 | 0 | ? | CS(=O)(=O)Nc1ccc(-c2csc(N3CCCCC3)n2)cc1
29 | 0 | ? | Cc1nn(CC(=O)Nc2nc3ccccc3s2)c(=O)c2ccccc12
30 | 0 | -27% | O=c1cc(CSc2ccccc2NS(=O)(=O)c2ccc(F)cc2)nc2ccc(Cl)cn12
31 | -1 | ? | CCCNC(=O)C1(C)CCN(CCC(=O)c2ccc(Br)cc2)C1 (stereo unspecified)
32 | -3 | -36% | CCCNC(=O)CSc1ccc2ccccc2n1
33 | -2 | 33% | COc1ccc(NC(=O)Cc2c(C)[nH]n(-c3nc(-c4ccc(Cl)cc4)cs3)c2=O)cc1
34 | -1 | -4% | CCOc1ccc2c(c1)cc(C(=O)NCc1cccc(OC)c1)n2C
35 | 2 | 0% | COC(=O)CCNC(=O)c1ccc(COC(C)=O)cc1
36 | -11 | ? | COc1cccc(CNc2nc(NCC3CC3)nc3ccsc23)c1OC

Filtered by structure, the compounds so far with a thiophene ring, fused or not
nr | LDHA block | ALOX12 inh | SMILES
5 | 16 | -20% | O=C(OCC(=O)N1CCOCC1)c1cc(-c2ccc(Cl)s2)nc2ccccc12
15 | 0 | ? | O=S(=O)(c1cccs1)N(Cc1ccco1)Cc1cccs1
36 | -11 | ? | COc1cccc(CNc2nc(NCC3CC3)nc3ccsc23)c1OC

More compounds follow:
nr | LDHA block | ALOX12 inh | SMILES
37 | 1 | 27% | Cc1ccccc1CC(=O)NC12CC3CC(CC(C3)C1)C2
38 | -2 | 0% | CCOC(=O)C1=NOC2(C1)C(=O)Nc1ccc(OC(F)(F)F)cc12 (stereo unspecified)
39 | 0 | 12% | CC(C)N(Cc1ccccc1)C(=O)COC(=O)c1ccc(F)cc1F
40 | -13 | -13% | CCOC(=O)C1=C[C@@H](c2ccccc2)N(S(=O)(=O)c2ccc(C)cc2)[C@H]1c1ccccc1Cl
41 | -7 | 4% | CCc1ccc(-c2nc3cc(NC(=O)c4cccc(OC)c4)ccc3o2)cc1
42 | 1 | 1% | Cc1cc(SCC(=O)NC2(C)CCS(=O)(=O)C2)nc2c(C)cccc12 (stereo unspecified)
43 | -12 | 8% | CCCOC(=O)C(C)Oc1ccc2c(=O)c(Oc3ccc(CC)cc3)coc2c1 (stereo unspecified)
44 | 1 | ? | CCCc1nnc2sc(-c3ccc4c(c3)OCO4)nn12
45 | 14 | ? | CC(C)C(=O)Nc1ccc(Sc2ccc(Br)cc2)cc1
46 | -24 | ? | O=C(CSc1cn(CC(=O)N2CCCC2)c2ccccc12)Nc1ccc(C(F)(F)F)cc1
47 | 9 | 3% | CCc1cc(CC)n(-c2nc3c(c(=O)[nH]c(=O)n3C)n2CCOC)n1
48 | -8 | 44%[activator] | CCCN1CCC(NC(=O)Cc2c[nH]c3ccccc23)CC1

Other records:
nr | LDHA block | ALOX12 inh | SMILES
49 | 8 | 66% | COc1ccc(NC(=O)CCn2nc(-c3ccc(Cl)cc3)c3ccccc3c2=O)cc1C(N)=O
50 | -11 | 31%[activator] | CN(C)CCN(Cc1cccc(F)c1)C(=O)c1ccc(S(C)(=O)=O)cc1
51 | 35 | 10% | O=C(Nc1ccc[nH]c1=O)c1cc[n+]([O-])cc1
52 | -6 | -10% | CCNC(=O)C1(C)CCCN(C(=O)c2cc(OC)ccc2Br)C1 (stereo unspecified)
53 | -5 | -23% | Fc1ccc(CNCc2cccs2)cc1
54 | -2 | ? | Cc1cccc(C(=O)c2c(C)c(CCC#N)n3ccccc23)c1
55 | -2 | ? | Cc1nc2c(OCC(=O)C(C)(C)C)cccn2c1N(C)Cc1cccs1
56 | 9 | 8% | CCOC(=O)CNC(=O)CSc1cn(CC(=O)N2CCOCC2)c2ccccc12
57 | -5 | 0% | COc1ccc(OC)c(S(=O)(=O)NC(=O)C2(C)CCN2C(=O)CC2CCCC2)c1 (stereo unspecified)
58 | 10 | -20% | O=C(Nc1ccc(F)c(S(=O)(=O)N2CCOCC2)c1)c1ccccc1-c1ccccc1
59 | -5 | 17% | C=CCNC(=O)c1ccccc1NC(=O)c1cccc(C#N)c1
60 | 1 | ? | COc1ccc(NC(=O)C(C)n2cccn2)cc1Cl (stereo unspecified)

More compounds follow:
nr | LDHA block | ALOX12 inh | SMILES
61 | -1 | ? | CC(=O)NC1=NN(C(C)=O)C(c2ccc(OCc3ccccc3F)c(Br)c2)S1 (stereo unspecified)
62 | 9 | -5% | Cc1ccccc1Cn1c(NCC2CCCO2)nc2c1c(=O)n(C)c(=O)n2C (stereo unspecified)
63 | -10 | -6% | CCCCN(C)C(=O)Cn1c(C2CC(=O)N(c3cccc(OC)c3)C2)nc2ccccc21 (stereo unspecified)
64 | -7 | 24% | Cc1cc(C)c2nc(-c3ccccc3)ccc2c1
65 | 1 | -12% | CC(C)c1cccc(-c2csc(C(C)(O)c3ccccc3)n2)c1 (stereo unspecified)
66 | 9 | ? | Cc1nc(-c2cccc(NC(=O)c3ccc4[nH]c(C)c(C)c4c3)c2)cs1
67 | -1 | ? | O=C(Nc1c(C(=O)c2ccc3c(c2)OCCO3)oc2ccccc12)c1ccc(F)cc1
68 | -6 | 2% | NC(=O)c1cccc(-c2cnc3c(Nc4cccc(OC(F)(F)C(F)F)c4)nccn23)c1
69 | -4 | 8% | Clc1ccccc1-c1nc(CSc2nnc(C3COc4ccccc4O3)o2)no1 (stereo unspecified)
70 | 1 | ? | CC(C)(C)c1ccc(C(=O)NCCSc2c[nH]c3ccccc23)cc1
71 | 4 | -6% | Cc1c(NC(=O)C(C)OC(=O)c2ccc3c(c2)OCO3)c(=O)n(-c2ccccc2)n1C (stereo unspecified)
72 | 9 | -13% | COc1ccc(CNC(=O)C(C)c2ccc3cc(OC)ccc3c2)cc1 (stereo unspecified)

Next section, starting with the last 4 of the part before.
nr | LDHA block | ALOX12 inh | SMILES
69 | -4 | 8% | Clc1ccccc1-c1nc(CSc2nnc(C3COc4ccccc4O3)o2)no1 (stereo unspecified)
70 | 1 | ? | CC(C)(C)c1ccc(C(=O)NCCSc2c[nH]c3ccccc23)cc1
71 | 4 | -6% | Cc1c(NC(=O)C(C)OC(=O)c2ccc3c(c2)OCO3)c(=O)n(-c2ccccc2)n1C (stereo unspecified)
72 | 9 | -13% | COc1ccc(CNC(=O)C(C)c2ccc3cc(OC)ccc3c2)cc1 (stereo unspecified)
73 | -2 | -20% | O=C(Cc1c[nH]c2ccccc12)OCc1c(Cl)cccc1Cl
74 | 0 | -10% | CCn1cc(CNC(=O)Nc2cccc(Cl)c2)c(C)n1
75 | -1 | 1% | COc1ccc(S(=O)(=O)NCC(=O)O)cc1
76 | -6 | -13% | CC1(C(=O)NS(=O)(=O)c2ccc(Cl)cc2)CCN1C(=O)Cc1ccccc1Cl (stereo unspecified)
77 | 5 | ? | Cc1cccc(Nc2nc(N)c(C(=O)c3ccc(Cl)cc3)s2)c1C
78 | -22 | ? | O=c1cc(CN2CCCCC2)c2cc(O)ccc2o1
79 | -3 | -29% | CCNC(=O)C(C)Nc1nc(-c2ccccc2)nc2ccccc12 (stereo unspecified)
80 | -8 | 11% | COCCNC(=O)C1(C)CCCN(C(=O)c2ccc3snnc3c2)C1 (stereo unspecified)
81 | 6 | -2% | Cc1cc(C(=O)CSc2nnnn2C2CCCC2)c(C)n1Cc1cccs1
82 | 3 | -2% | COCCNc1oc(-c2ccc(S(=O)(=O)N3CCCCCC3)cc2)nc1C#N
83 | -1 | ? | CN(Cc1ccc(Cl)c(Cl)c1)C(=O)c1ccc2c(c1)CCCN2S(C)(=O)=O
84 | 0 | 7% | CC(C)C[C@H]1COc2cccc(N3CCC[C@@H]3CO)c2S(=O)(=O)N1

Random excerpt: 3 records from the list.
nr | LDHA block | ALOX12 inh | SMILES
31 | -1 | ? | CCCNC(=O)C1(C)CCN(CCC(=O)c2ccc(Br)cc2)C1 (stereo unspecified)
21 | 3 | 10% | COc1ccc(Cl)cc1NC(=O)COc1ccccc1Br
82 | 3 | -2% | COCCNc1oc(-c2ccc(S(=O)(=O)N3CCCCCC3)cc2)nc1C#N

Next part
nr | LDHA block | ALOX12 inh | SMILES
85 | -1 | 58%[activator] | CC(C)NC(=O)c1cc(C(C)C)[nH]n1
86 | -3 | ? | Cc1ccc(Nc2nc(NCCc3ccccc3)nc3c2cnn3C)cc1C
87 | 9 | ? | Cc1nn(C(C)C)c(C)c1NC(=O)c1cc2occc2n1Cc1ccccc1Cl
88 | 4 | -34% | Cc1ccc(-c2nc(C#N)c(NCC(c3cccs3)N(C)C)o2)cc1 (stereo unspecified)
89 | 4 | -3% | Fc1ccc(CNC2=NCCNC23CCCCCC3)cc1
90 | 11 | 1% | COc1ccc(Cl)cc1NC(=O)C(C)N(C)CC(=O)Nc1ccccc1SC (stereo unspecified)

Entries by screen from the entries so far:
Entries 85–90 in ALOX12 inh, in turn: 58%[activator], ?, ?, -34%, -3%, 1%
Entries 85–90 in LDHA block, in turn: -1, -3, 9, 4, 4, 11
